OX1R antag-1 – antagonists of human orexin 1 receptor (OX1R) | AID 485270 | inhibition, % at 6.6 µM | OX1R-expressing cells, FRET antagonist read-out | 1.8% of 330,000 active | O43613; in the data active = inhibition mostly above about 38%, no sharp cut-off; inactive = mostly below about 40%;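 note: 0% = agonist challenge alone and 100% = reference antagonist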
Target sequence (O43613 whole entry, looked up): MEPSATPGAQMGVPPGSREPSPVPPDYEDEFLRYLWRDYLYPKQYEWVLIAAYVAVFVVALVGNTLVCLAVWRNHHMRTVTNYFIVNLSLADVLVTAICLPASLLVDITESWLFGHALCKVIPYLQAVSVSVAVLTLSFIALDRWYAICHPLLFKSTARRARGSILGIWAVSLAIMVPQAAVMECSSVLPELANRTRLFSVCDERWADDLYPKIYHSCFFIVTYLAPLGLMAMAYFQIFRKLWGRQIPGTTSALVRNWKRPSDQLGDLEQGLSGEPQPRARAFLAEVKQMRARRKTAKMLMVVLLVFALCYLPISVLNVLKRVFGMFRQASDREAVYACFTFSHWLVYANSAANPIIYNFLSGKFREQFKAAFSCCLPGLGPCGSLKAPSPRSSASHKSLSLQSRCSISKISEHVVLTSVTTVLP
OX1R antag-2 – human HCRTR1 antagonism | AID 434989 | CHO/OX1R cells, Fluo-8 calcium fluorescence, orexin A | O43613 | 0.43% of 330,000 active | inhibition, % at 5 µM;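 active = inhibition above its plate's threshold, mean inhibition of all tested compounds on the plate plus 3 SD, cut at about 37% in these data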;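 note: 0% = orexin A challenge wells and 100% = SB-334867-A antagonist wells; not every result past the cut was called active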
* = called active by the depositor.

Below each compound: OX1R antag-2, OX1R antag-1
1) O=C(CN1C(=O)N/C(=C\c2ccccc2OCc2ccc(C(=O)O)cc2)C1=O)Nc1ccc(F)cc1
→ 2, 13
2) O=C(CN1CCOCC1)NNC(=O)c1ccc([N+](=O)[O-])cc1
→ -3, 43*
3) Cc1cc(C)cc(C(=O)N2CCN=C2SCc2ccc([N+](=O)[O-])cc2)c1
→ -23, 14
4) CCCN1CCN(C(=O)Cn2cnc3sc(C)c(S(=O)(=O)N4CCC(C)CC4)c3c2=O)CC1
→ -35, -3
5) Cc1ccc2oc(=O)cc(/C=C/c3ccccc3)c2c1
→ -26, 16
6) CCC(Sc1nc2ccc(C)cc2[nH]1)C(=O)O (configuration not stated)
→ -16, 8
7) CC(=O)Nc1ccc(NC(=O)C(C)OC(=O)CCc2nc3ccccc3s2)cc1 (configuration not stated)
→ -10, 19
8) Cc1ccc(NC(=O)CSc2nnc(-c3ccc(S(=O)(=O)N4CCCC4)cc3)o2)cc1C
→ -3, 6
9) COc1ccc(S(=O)(=O)N2CCCCC2)cc1NC(=O)Cc1ccsc1
→ -17, -1
10) O=c1nc(N/N=C/C=C/c2ccccc2)cn[nH]1
→ -15, 16
11) CN1CCN(C(=O)c2cc(=O)c3cc(Cl)ccc3o2)CC1
→ -9, -10
12) O=C(NCCc1ccc(Cl)cc1)c1cccc(N2CCCC2=O)c1
→ -3, -2
13) CC1(C)CC(=O)c2cc(C(=O)N3CCCC(C)(C)C3)c(=O)n(-c3ccccc3)c2C1
→ -14, 18
14) COc1ccc(C(=O)N[C@H](C(=O)Nc2nc3c(s2)CCCC3)C(C)C)cc1
→ -35, 7
15) CC(C)NC(=O)c1onc(CSc2ccc(Cl)cc2)c1C(=O)O
→ -8, 18
16) Cc1[nH]n(-c2ccccc2)c(=O)c1C=NC1CCCCCC1
→ -29, 5
17) CCOC(=O)C1(Cc2cccc(OC)c2)CCN(Cc2cccc3cnccc23)CC1
→ -38, 14
18) O=C(Nc1nc(C2C3CC4CC(C3)CC2C4)cs1)c1cc2cc([N+](=O)[O-])ccc2oc1=O (configuration not stated)
→ -21, 9
19) Cc1cc(C)cc(N(CC(=O)NCc2ccccc2Cl)S(=O)(=O)c2c(C)[nH]c(=O)[nH]c2=O)c1
→ 2, 32
20) Cc1cc(C)cc(Oc2ccc(NC(=O)C3CC=CCC3C(=O)O)cc2)c1 (configuration not stated)
→ -14, 13
21) COc1cc(-c2nnn(CC(=O)NCc3ccccc3)n2)cc(OC)c1OC
→ -15, 12
22) Cc1ccc2c(c1)cc(C(=O)NCc1ccccc1)n2C
→ -12, 11
23) CC(C)C(NC(=O)c1ccco1)C(=O)NCC(c1ccco1)N(C)C (configuration not stated)
→ -30, 5
24) Cc1cnc(C)c(N(C)NC(=S)Nc2ccccc2)n1
→ -13, 2
25) Cc1cc(C(=O)CC#N)c(C)n1CC(F)(F)F
→ -26, 17
26) CCCn1c(N)c(C(=O)CSc2n[nH]c(-c3ccccc3F)n2)c(=O)n(C)c1=O
→ -33, 8
27) Cn1cccc1/C=N/NC(=O)CSc1nc2ccccc2n1C
→ -21, 1
28) CC(C)CC(=O)N1CCN(Cc2ccc3ccccc3c2)CC1
→ -9, -5
29) COc1ccc(-c2noc(-c3cc4ccccc4oc3=O)n2)cc1
→ -4, 9
30) CC(=O)NC(CC(=O)OCC(=O)Nc1cc(S(=O)(=O)N2CCCCC2)ccc1C)c1ccccc1 (configuration not stated)
→ -18, 4

Continued.
Below each compound: OX1R antag-2, OX1R antag-1
31) Cc1ccccc1-c1nnc(-c2cccs2)o1
→ -20, 9
32) Cc1ccc(-c2nn(CC(=O)NCC3CCCO3)c(=O)c3ccccc23)cc1 (configuration not stated)
→ -29, 11
33) Cc1nnc(SCC(=O)Nc2c(Cl)cccc2Cl)[nH]c1=O
→ -9, 10
34) CC(=O)O[C@H](COc1c2ccoc2cc2oc(=O)ccc12)C(C)(C)O
→ -4, 5
35) CC(C)(C)NC(=O)NCCc1ccccc1
→ -12, -1
36) CN(C)CCOC(=O)CCc1ccccc1
→ -15, 8
37) Cc1ccc(/C=N/NC(=O)c2nnn(-c3nonc3N)c2CSc2ccccc2)s1
→ 4, 8
38) CC[C@H](C)[C@H](NS(=O)(=O)c1ccc(C)cc1)C(=O)N1CCC(C(=O)N[C@H](C(=O)O)C(C)C)CC1
→ -16, -3
39) CC1CC(C)(C)N(C(=O)NC2CCCCC2)c2ccccc21 (configuration not stated)
→ -8, 17
40) CC1(C)Cc2ccccc2-c2nc(CN3CCOCC3)[nH]c(=O)c21
→ -18, 8
41) COc1ccc(NC(=O)CCN2C(=O)c3ccccc3S2(=O)=O)c(OC)c1
→ -24, 15
42) Cc1ccc(NC(=O)C2CCN(S(=O)(=O)c3c(C)nn(C)c3C)CC2)c(Cl)c1
→ -13, 2
43) CC1CCCC(C)N1C(=O)CSc1nc(N)cc(N)n1 (configuration not stated)
→ -7, 9
44) COC(=O)C1=C(C)N(CCc2ccccc2)C(=O)C1(NS(=O)(=O)c1ccc(NC(C)=O)cc1)C(F)(F)F (configuration not stated)
→ -12, 0
45) CC(C)NC(=O)N(C)C[C@H]1Oc2ccc(NS(=O)(=O)c3ccc(Cl)cc3)cc2CC(=O)N([C@@H](C)CO)C[C@@H]1C
→ -12, 0
46) COc1ccc(Br)cc1/C=C1\Oc2ccccc2NC1=O
→ -20, 2
47) Cc1ccc(S(=O)(=O)CC(O)COc2ccc(F)cc2Cl)cc1 (configuration not stated)
→ -14, 7
48) Cc1cccc(S(=O)(=O)Nc2nc3ccccc3nc2Nc2ccc3c(c2)OCO3)c1
→ -12, 18
49) COc1ccc(N2CC(C(=O)N[C@@H](CC(C)C)C(=O)NC3CCCCC3)CC2=O)cc1 (some centres not stated)
→ -32, 13
50) COc1ccc(-n2c(Cc3cccn3C)nnc2SCC(=O)Nc2ccc(C)cc2C)cc1
→ -24, 6
51) COc1ccccc1-c1cc2nc(C)c(CCC(=O)NCc3ccc(F)cc3)c(C)n2n1
→ -33, 5
52) c1ccc(CNc2ccccn2)cc1
→ 8, 5
53) COc1ccc(CCN2C(=O)CSC2c2cccc([N+](=O)[O-])c2)cc1OC (configuration not stated)
→ -16, 20
54) CCN=C1NN=C(c2c[nH]c3ccccc23)CS1
→ -8, 17
55) CS(=O)(=O)Nc1ccc2c(c1)C(=O)OC2
→ -18, 4
56) CC1(C)CC(=O)C(c2c[nH]c3ccccc23)C(=O)C1
→ -25, 15
57) COc1ccc(/C(C)=N/NS(=O)(=O)c2ccccc2)c(OC)c1
→ -11, 16
58) Cc1ccc(NC(=O)CC(C)N2CCCC2)cc1 (configuration not stated)
→ -21, 8
59) COc1cccc(OCCNC(=O)CSc2ccc(C(F)(F)F)cc2[N+](=O)[O-])c1
→ -3, 15
60) O=C(Cc1ccccc1)NCC(=O)OCc1ccc([N+](=O)[O-])cc1
→ -7, 26

The list goes on.
Below each compound: OX1R antag-2, OX1R antag-1
61) Cc1ccc(C(=O)N/C(=C\c2ccc(Cl)cc2)C(=O)NCC2CCCO2)cc1 (configuration not stated)
→ -14, 7
62) COc1ccc2nc(C(F)(F)C(F)(F)F)c(C#N)c(N)c2c1
→ 6, 3
63) COc1ccc(N2C(=O)c3ccccc3NC2c2ccc(OC)c(COc3ccccn3)c2)cc1 (configuration not stated)
→ -21, 15
64) COc1ccc(N/C=C2\C(=O)CCc3c2oc2cc(Cl)c(O)c(Cl)c32)cc1
→ -11, 21
65) c1ccc2c(c1)CCc1ccccc1C2=C1CCNCC1
→ -32, 6
66) O=C(NNC(=S)NC(=O)c1ccc(F)cc1)c1ccncc1
→ -9, 2
67) COc1ccc2c(c1)c(/C=N/Nc1ccc(C(=O)O)cc1)c(C)n2C
→ -10, 24
68) Cc1ccc(C)c(S(=O)(=O)N2CCN(C(=O)c3ccc(OCc4c(C)noc4C)cc3)CC2)c1
→ -22, 27
69) O=C(CNC(=O)c1nc[nH]c1C(=O)N1CCNCC1)OCc1ccccc1
→ -4, 16
70) c1ccc(-c2nnc(-c3ccccn3)nn2)nc1
→ -11, 19
71) O=S(=O)(Nc1cc(S(=O)(=O)N2CCOCC2)ccc1NCC1CCCO1)c1ccccc1F (configuration not stated)
→ -14, 21
72) COc1ccc(-c2cc(C(F)(F)F)c(C#N)c(SCC(=O)O)n2)cc1
→ -18, 10
73) CC(=O)Nc1ccc(NC(=O)C(C)OC(=O)CCCN=C2NS(=O)(=O)c3ccccc32)cc1 (configuration not stated)
→ -9, 17
74) COC1(NS(=O)(=O)c2ccc(Br)cc2)C(C)=CC(=O)C=C1C
→ -11, 11
75) COc1ccccc1NC(=O)N1c2ccc(F)cc2CCC1C (configuration not stated)
→ -21, 14
76) COC(=O)c1ccc(NC(=O)c2ccc3nc(C)sc3c2)cc1
→ -17, 23
77) NNC(=O)c1ccc([N+](=O)[O-])c(CS(=O)(=O)c2ccc(Cl)cc2)c1
→ 2, 32
78) COc1ccc(-c2csc(N3CCN(C(=O)c4ccco4)CC3)n2)cc1
→ -34, 12
79) COc1ccc2[nH]c3c(c2c1)CCNC3=O
→ -20, 8
80) Cc1ccc2c(c1)NC(=O)c1cc([N+](=O)[O-])ccc1O2
→ -5, 3
81) O=C(Nc1ccc2c(c1)OCO2)c1cccc2c1C(=O)N(Cc1cccnc1)C2
→ -23, 8
82) Cc1cc(C)n2nc(C(=O)OCC(=O)N(C)CC(=O)Nc3ccccc3Cl)nc2n1
→ -14, 15
83) Cc1cc(NC(=O)c2cccs2)no1
→ -15, 2
84) CCN(CC)C(=O)CC(c1ccc2c(c1)OCO2)c1c(OC)cc(OC)c2ccc(=O)oc12 (configuration not stated)
→ -46, 11
85) CCOC(=O)C1CCN(C(=O)N(CC)CC)CC1
→ -5, 3
86) CN1CCCCCC1=Nc1ccccc1C#N
→ -14, 20
87) CSc1ccc(S(=O)(=O)N2CC(=O)Nc3ccccc32)cc1
→ -20, 15
88) NC(=O)C1CCN(Cc2nnnn2Cc2ccco2)CC1
→ -20, 5
89) NC(=O)[C@H]1CC2(CC(c3cccc(NC(=O)COc4ccc(Cl)cc4)c3)=NO2)CN1C(=O)c1ccccc1C(=O)c1ccccc1 (some centres not stated)
→ 8, 9
90) C=CCOc1ccccc1/C=N/NC(=O)Cc1ccccc1
→ -6, 6

Later entries:
Below each compound: OX1R antag-2, OX1R antag-1
91) CN1CCN(c2ccccc2NC(=O)c2cc(Br)ccc2Cl)CC1
→ -36, 19
92) CCC(Oc1ccccc1)C(=O)Nc1ccccc1OC (configuration not stated)
→ -24, 10
93) Nc1c(N(Cc2ccco2)C(=O)c2ccc(Cl)cc2)c(=O)[nH]c(=O)n1Cc1ccccc1
→ -32, -3
94) Cc1ccc(/C=N/NC(=S)NCCc2ccccc2)s1
→ -33, 8
95) O=C(CSc1nc2c(c(=O)n1-c1ccc(Cl)cc1)SCC2)Nc1nccs1
→ -15, 20
96) COC(=O)COc1ccc2c(=O)c(Oc3ccccc3Br)coc2c1
→ -1, 8
97) Cc1ccc(CNc2ccc(N3CCOCC3)cc2)s1
→ -5, 12
98) COCCn1c(/C=C/c2ccccc2)nc2ccccc21
→ -12, 26
99) COC(=O)c1c(NC(=O)Cc2cccs2)sc2c1CCC(C)C2 (configuration not stated)
→ -11, 21
100) COC(=O)C(C)(C)NC(=O)c1cccs1
→ -4, 9
101) Cc1ccc(OCC(=O)Nc2ccc([N+](=O)[O-])cc2)cc1
→ -1, 17
102) O=C(COC(=O)/C=C/c1cccc([N+](=O)[O-])c1)Nc1cccnc1Cl
→ -13, 11
103) CCOc1ccc(C(=O)Nc2nc(C)c(C(=O)OC)s2)cc1
→ -28, 6
104) FC(F)(F)c1cc(Nc2ccccc2)nc(-c2ccccn2)n1
→ -51, 13
105) COc1cccc2cc(C(=O)Nc3cccnc3N3CCOCC3)c(=O)oc12
→ -7, 18
106) CCOc1cc(/C=C/c2cc(C(=O)O)c3ccccc3n2)ccc1OC
→ -4, 4
107) CN(C)c1ccc(CN(C(=O)c2cccs2)C2CCS(=O)(=O)C2)cc1 (configuration not stated)
→ -16, 8
108) CCCc1nc(Cl)c(C#N)c2c1CCCC2
→ -8, 9
109) COc1ccc(CN(C)CC(=O)Nc2cc3oc4ccccc4c3cc2OC)c(OC)c1
→ -32, 43
110) CN(C)c1ccc(C2N(c3ccc(F)cc3)C(=O)C3CCCN32)cc1 (configuration not stated)
→ -21, 8
111) CC1(C)Cc2c(c(=S)nc(-c3ccccc3)n2CCOCCO)CO1
→ -4, 18
112) COC(=O)c1cc(COC(=O)CNC(=O)c2cccc(C)c2)oc1C
→ -20, 9
113) O=C(CNC(=O)c1ccco1)OCc1ccc(Cl)cc1
→ -14, 15
114) O=C(CCc1nc2ccccc2c(=O)[nH]1)N1CCN(S(=O)(=O)c2ccccc2Br)CC1
→ -19, 23
115) CNc1c([N+](=O)[O-])cnn1-c1ccc(F)cc1
→ -10, 22
116) Nc1nnnn1/N=C/c1cccc(Br)c1
→ 0, -2
117) CC(C)(C)N(Cc1ccccc1)C(=O)COC(=O)c1cccc([N+](=O)[O-])c1
→ -34, 13
118) COc1cc(C(=O)O)nc2ccc([N+](=O)[O-])cc12
→ -11, 88*
119) Cc1ccc(NC(=O)C2CCCN2S(=O)(=O)c2ccc(-c3ccc(=O)[nH]n3)s2)c(C)c1 (configuration not stated)
→ -29, 12
120) COc1ccccc1NC(=O)CCCC(=O)OC(C)C(=O)c1ccccc1 (configuration not stated)
→ -14, 28

Next records:
Below each compound: OX1R antag-2, OX1R antag-1
121) CCC(C(=O)N1CCOCC1)n1c(C(=O)OC)cc2occc21 (configuration not stated)
→ 4, 4
122) Cc1ccc(S(=O)(=O)NCCN2CCNC2=O)cc1
→ 2, 1
123) CN(Cc1ccc(F)cc1)C(=O)c1cccc(S(=O)(=O)N2CCN(c3ccccc3)CC2)c1
→ -5, 12
124) CC(C)OCCCNS(=O)(=O)c1ccc2c(c1)oc(=O)n2C
→ -5, 5

From PubChem BioAssay
